# FXN GAA850 act: increases GAA850 frataxin promoter reporter activity; HEK293 lucGAA850 FXN promoter luciferase reporter, 24 h; percent of 10 µM SAHA response; activation, % at 6 µM; 360,000 tested, 0.56% active;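 active = activation above the average of all compounds screened plus 3 SD, cutoff fixed separately per campaign, cut at about 7.5% in these data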;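 also: 0% = DMSO wells and 100% = 10 µM SAHA wells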
# DAX1 inh-1: inhibitors of human orphan nuclear receptor DAX1 (NR0B1) | P51843 | HEK293 Gal4-DAX1 luciferase reporter, luminescence | inhibition, % at 6.75 µM | 340,000 tested, 0.99% active | AID 504766;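 active = inhibition above the mean over all tested compounds plus 3 SD, cut at about 4.2% in these data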;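 also: 0% = DAX1-transfected cells with DMSO and 100% = empty-vector control cells with DMSO; inhibition shows as a rise in luminescence from relieved DAX1 repression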
# SMARCA2 act: SMARCA2 function activation, primary screen; MG213 cells, MMTV-luciferase reporter, dexamethasone, overnight; activation, % at 9.1 µM; 370,000 tested, 1% active; AID 652017; in the data active = activation above about 7.8%;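 also: 0% = vehicle wells and 100% = reference activator wells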
# DAX1 inh-2: DAX1 (NR0B1) inhibition, primary screen. HEK293T StAR-luciferase reporter, SF-1/DAX-1 repression relief. inhibition, % at 6.8 µM. 370,000 tested, 1.1% active. AID 652010;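 active = inhibition above the mean over all tested compounds plus 3 SD, cut at about 3.6% in these data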;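 also: 0% = DAX-1 cells with DMSO and 100% = cells lacking DAX-1 with DMSO; higher inhibition means more luminescence from relief of DAX-1 repression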
# hcDAF-12 act: activators of H. contortus DAF-12 nuclear receptor. HEK293 hcDAF-12 lit1-tk-luc reporter, luminescence; 0% DMSO, 100% Δ7-dafachronic acid. 370,000 tested, 1.4% active. activation, % at 6.8 µM. AID 652067;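 active = activation above the mean of all tested compounds plus 3 SD, cut at about 5.5% in these data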;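 also: 100% = response to 3 µM Δ7-dafachronic acid high control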
# hgDAF-12 ag: activates the H. glycines DAF-12 receptor ligand-binding domain | HEK293 GAL4-hgDAF12 UAS-luciferase reporter, agonist luminescence; normalized to butyrate control | activation, % at 6.8 µM | 370,000 tested, 1.8% active | AID 687014;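 active = activation above a cutoff set at the mean of all screened compounds plus 3 SD, cut at about 10% in these data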;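 also: 0% = DMSO wells and 100% = sodium butyrate wells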
# HGIII-sPLA2 inh: Blocks human group III sPLA2 activity; inhibition, % at 12.2 µM; 370,000 tested, 0.56% active; QFRET BODIPY PC-A2 liposome hydrolysis, fluorescence; AID 743126; Q9NZ20;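 active = inhibition above mean plus 3 SD of compounds lying within the high and low control bounds, cut at about 19% in these data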;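 also: 0% = median of test compound wells and 100% = no enzyme DMSO wells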
# ssDAF12 agonist: activates DAF-12 receptor from parasite S. stercoralis. AID 652126. HEK293 ssDAF-12/GRIP1 lit1-tk-luc reporter, luminescence; % of 3 µM dafachronic acid response. activation, % at 6.8 µM. 370,000 tested, 1% active;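 active = activation above the mean over all tested compounds plus 3 SD, cut at about 0.9% in these data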;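 also: 0% = DMSO-only wells and 100% = 3 µM delta7-dafachronic acid wells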
# PG9 Ab binder: binds the HIV-1 gp120 antibody PG9; TR-FRET gp120-PG9 antibody binding; inhibition, % at 6.7 µM; 360,000 tested, 0.43% active; in the data active = inhibition above about 8.5%
# NR1D1 modulator: modulators of human Rev-erb alpha DNA binding; 370,000 tested, 0.79% active; activity, % at 10 µM; P20393; AID 1259318; Rev-erbα–FITC-DNA binding, fluorescence polarization, 90 min;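 active = activity above about 14%, limit read from the data; passing the limit was not always enough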;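 also: 0% = DMSO wells with 35 nM protein and 100% = DMSO wells with 750 nM protein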
# PLCb3 inh: inhibitors of human phospholipase C beta3 | Q01970 | Purified PLC-beta3, fluorogenic substrate, fluorescence | inhibition, % at 12.2 µM | 370,000 tested, 0.18% active; in the data active = inhibition above about 11%;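 also: 0% = median of compound wells on plate and 100% = full blocker control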
# Target sequence (Q01970 whole entry, looked up): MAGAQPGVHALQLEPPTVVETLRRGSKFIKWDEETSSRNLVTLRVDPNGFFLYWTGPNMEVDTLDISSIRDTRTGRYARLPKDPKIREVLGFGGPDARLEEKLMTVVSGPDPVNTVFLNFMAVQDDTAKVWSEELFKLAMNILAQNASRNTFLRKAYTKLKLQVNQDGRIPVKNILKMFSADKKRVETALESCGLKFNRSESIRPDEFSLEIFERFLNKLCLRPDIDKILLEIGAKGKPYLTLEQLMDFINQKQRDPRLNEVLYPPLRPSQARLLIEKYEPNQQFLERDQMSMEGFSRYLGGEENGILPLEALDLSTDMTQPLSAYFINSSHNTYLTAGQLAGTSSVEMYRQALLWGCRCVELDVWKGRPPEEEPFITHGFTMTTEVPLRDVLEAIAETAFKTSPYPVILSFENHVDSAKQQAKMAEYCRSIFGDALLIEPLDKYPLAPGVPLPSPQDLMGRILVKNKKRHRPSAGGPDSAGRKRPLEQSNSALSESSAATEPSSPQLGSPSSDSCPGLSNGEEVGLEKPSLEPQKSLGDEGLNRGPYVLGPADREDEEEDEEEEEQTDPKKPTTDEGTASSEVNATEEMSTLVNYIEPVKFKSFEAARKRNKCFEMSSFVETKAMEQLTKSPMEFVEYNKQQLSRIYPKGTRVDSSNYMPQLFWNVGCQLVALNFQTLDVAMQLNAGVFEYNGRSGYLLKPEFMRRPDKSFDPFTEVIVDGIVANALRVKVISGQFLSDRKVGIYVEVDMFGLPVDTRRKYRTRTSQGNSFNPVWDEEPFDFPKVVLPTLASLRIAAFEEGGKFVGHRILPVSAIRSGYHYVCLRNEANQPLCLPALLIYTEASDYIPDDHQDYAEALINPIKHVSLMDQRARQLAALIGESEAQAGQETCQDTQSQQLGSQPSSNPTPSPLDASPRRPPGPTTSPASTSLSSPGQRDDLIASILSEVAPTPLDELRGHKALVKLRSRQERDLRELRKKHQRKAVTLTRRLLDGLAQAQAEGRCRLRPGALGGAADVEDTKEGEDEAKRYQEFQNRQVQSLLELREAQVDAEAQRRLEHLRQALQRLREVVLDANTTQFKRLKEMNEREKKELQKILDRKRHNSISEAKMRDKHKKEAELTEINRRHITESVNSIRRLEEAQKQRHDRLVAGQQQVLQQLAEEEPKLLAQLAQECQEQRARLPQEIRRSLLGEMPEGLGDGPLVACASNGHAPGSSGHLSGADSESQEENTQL
# Active calls of the source: *; i = inactive; / = no result given. No enrichment for hits; about 7% have a hit in one of these screens.
SMILES,FXN GAA850 act,DAX1 inh-1,SMARCA2 act,DAX1 inh-2,hcDAF-12 act,hgDAF-12 ag,HGIII-sPLA2 inh,ssDAF12 agonist,PG9 Ab binder,NR1D1 modulator,PLCb3 inh
COc1ccc(C(=O)N2CCC(n3nnc4cc(F)ccc43)CC2)cc1OC,2.1,0.6,-3,0.6,-1.4,-3.1,2,-1.9,1.7,-2,0
COc1ccccc1N(C(C)=O)C1=C(Cl)C(=O)c2ccccc2C1=O,-14,-1.8,-11,-2.8,2.4,-0.2,21*,-0.6,-0.4,4,-73
O=C1NC(=S)/C(=C\c2ccc(-c3ccccc3Cl)o2)S1,1.8,-0.6,-2,0.1,-0.7,1.7,-8,-0.1,1.3,1,-85
CCOC(=O)C1(Cc2ccccc2C)CCCN(C(=O)CN2C(=O)CSC2=O)C1 (stereo unspecified),2.1,0.0,0,-0.2,-1.1,3.0,-21,-0.9,0.1,-9,-6
CNC(=O)/C(C#N)=C/c1c(N(Cc2ccccc2)Cc2ccccc2)nc2c(C)cccn2c1=O,1.7,0.4,-1,-1.5,-5.3,-3.7,-36,-2.2,-1.4,2,-98
CCc1ccccc1NC(=O)c1cccc(Oc2ccc([N+](=O)[O-])cc2Cl)c1,2.6,0.0,1,-0.6,-1.3,-1.0,-1,-1.6,-1.1,1,1
COCCNC(=O)C(c1ccc(O)cc1)N(Cc1ccco1)C(=O)CCC(=O)Nc1ccccn1 (stereo unspecified),-1.0,-0.6,-1,0.1,-1.6,1.6,-1,-1.1,-1.1,-6,-5
CC(=O)c1ccc(NC(=O)CCc2nnc3ccc(N4CCC5(CC4)OCCO5)nn23)cc1,5.0,1.3,-1,2.6,3.5,8.0,2,-0.1,-0.4,2,-14
CC(=O)C1(C)N(O)C(C)(C)C(c2ccco2)=[N+]1[O-] (stereo unspecified),1.1,-1.7,-1,-0.7,-1.3,1.3,3,-0.1,-0.8,-1,1
Cc1ccc2[nH]c(C(=O)N3CCCCC3)cc2c1,1.7,2.9,2,0.7,1.2,6.4,0,-1.1,-1.6,6,-2
COc1ccc(CNC(=O)Nc2cccc(C(F)(F)F)c2)cc1OC,1.5,-1.0,-1,-0.9,-3.5,-4.1,-18,-2.2,-0.4,5,-2
COc1ccc(/C=N/Nc2nc(C)cc(-c3ccccc3)n2)c(OC)c1,2.4,-0.9,-1,-0.2,-0.8,-0.6,-4,-0.7,-1.1,-4,-8
C=CCN1C(c2cccc(C(F)(F)F)c2)=CS/C1=C(\C#N)c1nnc(N2CCOCC2)n1-c1ccccc1,3.9,0.8,1,-0.6,-0.9,1.1,6,-1.0,-1.4,-4,5
CC(C)=C1C2CCC1C(C(=O)Nc1sc(C)c(-c3ccc(C(C)C)cc3)c1C(N)=O)C2C(=O)O (stereo unspecified),0.7,-0.1,-3,0.2,-1.3,-0.9,-1,-1.1,-0.3,-3,-2
O=C(NCC1CCCO1)/C(=C\c1ccccc1)NC(=O)c1ccccc1 (stereo unspecified),-0.2,1.1,-3,-0.4,-1.9,0.5,-1,-0.9,1.0,3,-10
COc1ccc(-c2cc(-c3ccccc3)c(C#N)c(SCC(=O)Nc3ncc(C)s3)n2)cc1,-1.6,-2.1,-4,-0.1,-0.4,-0.8,-13,-1.8,27*,26*,-81
COc1ccc(CC(=O)Nc2ccc(S(=O)(=O)N(C)C)cc2)cc1OC,-1.9,0.5,-3,-0.2,0.6,-1.9,1,-1.4,2.1,-4,-3
CC(=O)N1c2ccc(S(=O)(=O)N3CCCC(C(=O)Nc4ccc(C)cc4)C3)cc2CC1C (stereo unspecified),-2.0,/,-1,-0.2,0.6,-3.0,2,-0.9,-0.6,-6,0
O=C(Nc1ccc(C(=O)N2CCCC2)cc1)c1ccccc1[N+](=O)[O-],1.4,1.0,-1,0.7,-0.3,-0.4,5,-1.2,0.2,-2,1
Cc1cc(N/N=C/c2ccc(O)cc2O)nc(-n2nc(C)cc2C)n1,-1.7,-2.6,1,-2.2,-3.1,-7.8,-29,-1.7,-0.9,-6,-44
COc1ccc(NC(=O)CSC2CCCCC2)cc1,-0.2,2.7,1,0.5,4.3,23*,8,0.2,0.6,2,0
CC(C)C[C@H]1CN([C@@H](CC(C)C)CN2CCCC2CN2C(=S)NC[C@@H]2Cc2ccc(O)cc2)C(=S)N1CCc1ccccc1 (stereo partly specified),-1.0,-1.3,7,1.2,1.2,7.5,-27,-1.0,-1.6,5,1
CCc1nnc(NC(=O)c2sc3nc(C)cc(COC)c3c2N)s1,3.6,-0.7,1,0.1,-1.1,4.3,6,-2.1,-1.1,0,i
O=C(O)CCC(=O)Nc1ccc(Sc2ccc([N+](=O)[O-])cc2)cc1,-0.8,-0.8,0,-0.2,-0.6,-4.4,-6,-1.7,-3.0,-2,5
CC(C)CCSc1nc2c(c(=O)[nH]c(=O)n2C)n1CCCc1ccccc1,0.2,0.6,0,0.6,0.1,-1.1,2,-0.7,-0.4,4,0

# Other entries follow.
SMILES,FXN GAA850 act,DAX1 inh-1,SMARCA2 act,DAX1 inh-2,hcDAF-12 act,hgDAF-12 ag,HGIII-sPLA2 inh,ssDAF12 agonist,PG9 Ab binder,NR1D1 modulator,PLCb3 inh
COC(=O)c1ccc(CSc2nnc(C)s2)cc1,4.7,0.4,2,1.3,0.7,5.7,3,-0.5,-3.0,-2,11*
OCCC1CN(CCCc2ccccc2)CCN1Cc1ccc(F)cc1 (stereo unspecified),1.4,0.1,6,0.2,1.4,-0.1,-1,-0.9,-1.7,2,-5
Cn1c(=S)ccc2ccccc21,0.7,0.4,0,0.4,-0.4,-1.9,1,-0.7,2.4,-2,1
CC(NS(=O)(=O)c1ccccc1)C(c1cccs1)N1CCN(C)CC1 (stereo unspecified),2.2,-0.1,-2,0.8,-0.1,0.5,-1,0.5,1.0,-1,2
Cc1cccc(NC(=S)NC23CN4CN(CN(C4)C2)C3)c1C,1.0,0.5,1,0.2,0.2,1.9,-2,-0.7,-1.4,-13,1
CS(=O)(=O)N(CC(=O)NCC1CCCO1)c1ccc(Cl)c(Cl)c1 (stereo unspecified),0.5,-1.4,-2,0.0,-0.4,-1.5,-2,-1.4,-2.5,-2,4
Cc1cc2nc(C(F)(F)F)cc(-c3cccs3)n2n1,1.5,1.1,-1,-1.0,-1.1,-0.1,10,-1.5,0.9,0,-49
O=C(Cc1n[nH]c(=O)c2ccccc12)OCC(=O)c1ccc(F)c(F)c1,1.8,0.1,3,-0.2,1.4,-0.2,-4,-1.1,-1.7,3,-2
COC(=O)C1=C(C)N(c2ccc(Br)cc2)C(=O)/C1=C\c1ccco1,-0.1,0.1,-2,-0.3,0.2,-1.2,4,0.0,-0.5,7,-9
Cc1cnc(C(=O)Nc2nnc(C)s2)cn1,-2.0,-0.1,0,-0.1,-0.9,0.9,2,-1.0,0.9,-3,2
CSc1ccccc1NC(=O)c1cc(Cl)sc1Cl,0.2,1.3,3,-0.2,1.5,0.8,-1,-1.1,-0.7,8,0
Cc1ccc(SCC(=O)NCc2ccncc2)cc1,-0.1,-1.0,3,0.0,2.4,2.4,-1,-0.7,-0.8,-3,-1
O=c1c2ccccc2[nH]n1[C@@H](Cc1ccccc1)Cn1cc(-c2ccc(-c3ccccc3)cc2)nn1,/,/,0,0.4,-3.4,2.7,-12,-1.8,/,-2,-9
CNC(=S)N=Nc1c(O)[nH]c2ccc(C(C)C)cc12,2.6,-1.0,-2,-1.6,0.0,1.8,15,-1.4,-4.2,1,3
CCOc1ccccc1NC(=S)N1CCN(c2nc(-c3ccc(F)cc3)cs2)CC1,1.3,0.2,-2,0.8,-2.0,-2.3,7,-0.9,1.8,2,0
O=C(COC(=O)c1cc([N+](=O)[O-])ccc1NCCO)Nc1cccc(S(=O)(=O)N2CCCC2)c1,0.4,-2.0,-3,-2.7,-3.2,-4.3,-17,-1.3,0.2,-7,-4
Nc1ncnc(N)c1NC(=O)c1ccc(OCc2ccccc2)cc1,-0.8,0.0,-3,0.5,-0.1,1.5,-4,-1.0,-1.0,9,2
CCn1cc(C(=O)NC2CCCCC2C)c(=O)c2ccc(C)nc21 (stereo unspecified),0.3,-0.9,-3,-0.1,-0.3,-2.1,12,-1.2,-1.1,1,2
CN(C)c1cccc(C(=O)NCC2CCCO2)c1 (stereo unspecified),6.0,0.0,4,0.4,0.0,2.9,2,-0.8,-1.0,3,-69
CCOC(=O)C1=C(N)Oc2cc(O)ccc2C1c1cccnc1 (stereo unspecified),1.0,1.7,-1,-0.3,-1.7,-1.9,-2,-0.5,-0.1,-3,-1
CCOc1ccc2nc(NC(=O)c3cc([N+](=O)[O-])ccc3N3CCOCC3)sc2c1,0.1,-0.4,0,-0.2,0.2,0.6,2,-1.0,-1.6,1,2
C=CCn1c(SC(C)C(=O)NCCC2=CCCCC2)nc2ccccc2c1=O (stereo unspecified),10*,0.3,0,-0.1,-1.3,0.7,-4,-1.3,-0.7,0,1
CCN(CC)S(=O)(=O)c1ccc(-c2nnc(SCc3nnc(-c4ccc(C)cc4)o3)n2CC)cc1,-2.2,0.3,1,0.2,-1.1,2.8,-1,-0.6,0.5,-3,2
COC(=O)CSc1nnc(SCc2ccc(OC)cc2)s1,-0.5,-2.0,-10,0.5,-1.2,-2.6,3,-1.5,0.0,-6,-3
Cc1ccccc1Cn1c(=O)c2c(nc3n2CCN3Cc2ccco2)n(C)c1=O,1.9,0.7,-5,0.4,-2.7,0.5,15,-1.3,-1.0,1,7
O=C(CSc1nnc(-c2ccccc2)o1)NC1CCCCC1,2.4,0.2,-2,-0.6,-1.8,-1.0,3,-0.8,-0.9,0,2

# Entries of single compounds, quoted from the list.
# Profile of `Cc1cnc(C(=O)Nc2nnc(C)s2)cn1` → FXN GAA850 act = -2.0; DAX1 inh-1 = -0.1; SMARCA2 act = 0; DAX1 inh-2 = -0.1; hcDAF-12 act = -0.9; hgDAF-12 ag = 0.9; HGIII-sPLA2 inh = 2; ssDAF12 agonist = -1.0; PG9 Ab binder = 0.9; NR1D1 modulator = -3; PLCb3 inh = 2
# Profile of `Cc1cccc(NC(=S)NC23CN4CN(CN(C4)C2)C3)c1C` → FXN GAA850 act = 1.0; DAX1 inh-1 = 0.5; SMARCA2 act = 1; DAX1 inh-2 = 0.2; hcDAF-12 act = 0.2; hgDAF-12 ag = 1.9; HGIII-sPLA2 inh = -2; ssDAF12 agonist = -0.7; PG9 Ab binder = -1.4; NR1D1 modulator = -13; PLCb3 inh = 1

# Three compounds from above, arranged by molar mass, rising:
SMILES,FXN GAA850 act,DAX1 inh-1,SMARCA2 act,DAX1 inh-2,hcDAF-12 act,hgDAF-12 ag,HGIII-sPLA2 inh,ssDAF12 agonist,PG9 Ab binder,NR1D1 modulator,PLCb3 inh
Cc1cnc(C(=O)Nc2nnc(C)s2)cn1,-2.0,-0.1,0,-0.1,-0.9,0.9,2,-1.0,0.9,-3,2
OCCC1CN(CCCc2ccccc2)CCN1Cc1ccc(F)cc1 (stereo unspecified),1.4,0.1,6,0.2,1.4,-0.1,-1,-0.9,-1.7,2,-5
CC(NS(=O)(=O)c1ccccc1)C(c1cccs1)N1CCN(C)CC1 (stereo unspecified),2.2,-0.1,-2,0.8,-0.1,0.5,-1,0.5,1.0,-1,2
